N370S GC – inhibits or activates N370S mutant glucocerebrosidase; P04062; Potency, µM (top dose mostly 59.4 µM), without a hit: at the top dose activity change, negative = inhibition, usual class: inhibitors; actives 0.092% (n = 330,000); N370S GC spleen homogenate, 4MU-glucoside fluorescence;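 further: 0% = full enzyme activity and -100% = no enzyme basal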
KAT2A inh – GCN5L2 (KAT2A) acetyltransferase inhibition. actives 0.21% (n = 390,000). Potency, µM (top dose mostly 58.9 µM), without a hit: top-dose activity change, negative = inhibition, hits mostly inhibitors. Q92830. GCN5L2 HAT assay, ThioGlo1 CoA-SH fluorescence
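Titration-based screen in which CoA formation is detected via maleimide probe ThioGlo1 (50uM) turning fluorescent on thiol reaction; substrates H3(1-25) 75uM and acetyl-CoA 70uM, GCN5L2 20nM, 20 min incubation at room temperature.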
FEN1 inhibitor – blocks human flap endonuclease 1 | P39748 | Recombinant FEN1 flap cleavage, fluorescence, 15 min | Potency, µM (series often up to 114 µM), for inactives: at the highest dose activity change, negative = inhibition, hits mostly inhibitors | actives 0.35% (n = 390,000) | AID 588795; further: nearly all actives have a fitted effect of over 65% in size
Target sequence (P39748 whole entry, looked up): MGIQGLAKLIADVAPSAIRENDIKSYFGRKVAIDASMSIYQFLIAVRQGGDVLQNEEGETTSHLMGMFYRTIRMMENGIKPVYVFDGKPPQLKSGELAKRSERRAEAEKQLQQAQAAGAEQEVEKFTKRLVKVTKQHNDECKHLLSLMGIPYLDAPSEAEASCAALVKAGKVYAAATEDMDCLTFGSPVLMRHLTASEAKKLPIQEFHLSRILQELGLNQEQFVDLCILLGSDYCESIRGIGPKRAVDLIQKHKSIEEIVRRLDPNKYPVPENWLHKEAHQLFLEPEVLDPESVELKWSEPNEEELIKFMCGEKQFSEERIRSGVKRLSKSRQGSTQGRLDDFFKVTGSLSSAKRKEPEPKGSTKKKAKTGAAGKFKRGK
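With each library titrated from low to high concentration, compounds met 10 nM FEN1 for 15 min at room temperature before 50 nM substrate was added; readings at 0 and 15 min fed four-parameter Hill curve fits.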
An asterisk follows results filed as active; ? = inconclusive; . = no result given; & = joins results of further samples; [ ] = dose if it differs, or a comment. The call rests on the fitted dose curve; in most records, active means well fitted curve in the direction sought with a large enough effect; inconclusive means small, poorly fitted or top-dose-only effect, or another doubt; inactive means no such curve, though single readings can be large; an effect the other way counts as inactive or inconclusive. Unless noted, on the % scale 0 is the no-effect control and ±100 the full control effect; potency means the concentration at half of the fitted maximal effect. These rows are one share of the data (hit frequency here may not be typical).

Below each SMILES: N370S GC | KAT2A inh | FEN1 inhibitor
(1) CCOc1cccc(CC(=O)N2CCc3c([nH]c4ccccc34)C2c2ccc(Cl)cc2)c1OCC (stereo not given)
 : . | -28% | 2%
(2) O=C(COC(=O)c1ccc2c(=O)n3c(nc2c1)CCC3)NC1CCS(=O)(=O)C1 (stereo not given)
 : 7% | 1% | 2%
(3) COc1ccc(CNC(=O)C[C@H]2C[C@H](C(=O)N3CCOCC3)[C@@]3(CCC4CCCC4)c4[nH]c5cc(-c6ccco6)ccc5c4CCN3C2=O)cc1OC
 : . | -11% | -20%
(4) COc1ccc(CCNS(=O)(=O)CCNC(=O)c2ccc3c(c2)OCO3)cc1
 : -1% | 1% | 0%
(5) O=C(c1ccccc1)c1c[nH]cc1-c1ccccc1
 : 6% | 4% | 0%
(6) COc1ccc(C(=O)Nc2nc(C)c(C(=O)N(C)C)s2)cc1OC
 : 8% | 2% | -7%
(7) Cc1ccc(S(=O)(=O)NCCc2cc3ccc(C)c(C)c3[nH]c2=O)cc1
 : -9% | -4% | -3%
(8) Cc1cc(=O)oc2cc(OC(C)C(=O)NC3(C#N)CCCCC3)ccc12 (stereo not given)
 : . | 0% | -9%
(9) CN(C)S(=O)(=O)c1ccc(C(=O)NC2CC(=O)N(c3ccc4c(c3)OCCO4)C2)cc1 (stereo not given)
 : . | -1% | -13%
(10) Cc1nc(NC(=O)C2CC2)sc1C(=O)Nc1ccc(Br)cc1
 : 2% | -5% | 16%
(11) COc1ccc(/C=N/Nc2cc(=O)n(C)c(=O)n2C)cc1OC
 : -1% | -12% | -8%
(12) COc1ccc(N(C(=O)CCl)C(C(=O)NCCc2ccccc2)c2cccs2)cc1 (stereo not given)
 : -12% | 3% | -15%
(13) CC(=O)c1cccc(NC(=O)Nc2ccc3c(c2)CCC3)c1
 : -3% | -1% | -4%
(14) CCOc1cnn(Cc2ccccc2)c(=O)c1SCc1ccccc1
 : -6% | -13% | 0%
(15) C=C(C)CSc1nnc(-c2cccc(Cl)c2)n1N
 : 5% | -4% | -14%
(16) COc1ccc(C(=O)Nn2cnc3ccccc3c2=O)c(OC)c1
 : -8% | -12% | -5%
(17) CN(C)S(=O)(=O)Nc1ccccn1
 : -3% | -20% | 4%
(18) CCn1c2ccccc2c2nnc(SCC(=O)OCN3C(=O)c4ccccc4C3=O)nc21
 : -8% | -2% | 8%
(19) CC1CC2C3CCC4=CC(=O)C=C[C@@]4(C)[C@]3(F)C(O)C[C@]2(C)[C@]1(O)C(=O)CO (stereo not given in full)
 : -4%&-3% | 5%&23% | .
(20) O=C(NCCCN1CCN(c2ccccc2F)CC1)C1CCN(S(=O)(=O)c2cccs2)CC1
 : -4% | -11% | 2%
(21) CSCCC(NC(=O)C12CC3CC(CC(C3)C1)C2)C(=O)OCC(=O)c1ccc(Cl)cc1 (stereo not given)
 : 9% | -11% | -6%
(22) Cc1ccc(Sc2c(C(=O)NCc3cccc(F)c3)[nH]c3ccccc23)cc1
 : . | -1% | 17%
(23) CC(C)OC(=O)CC1C(=O)NCCN1C(=S)NC(=O)c1ccccc1 (stereo not given)
 : 3% | 4% | 6%
(24) O=C1CCCCN1CCC(=O)N1CCCC(Nc2ccc(F)c(F)c2)C1 (stereo not given)
 : -4% | 0% | -3%
(25) CC(=O)Nc1ccc(S(=O)(=O)NNC(=S)NCC2CCCO2)cc1 (stereo not given)
 : -2% | 1% | -5%
(26) COCCNC(=S)N/N=C(\C)c1ccc(OC)cc1
 : -26% | 1% | -4%
(27) NC(=O)CSC1=Nc2ccccc2C2=NC(CCC(=O)NCc3ccc(F)cc3)C(=O)N12 (stereo not given)
 : 11% | -7% | -7%
(28) CCC(C)(C)n1nnnc1C(c1cccc(C#N)c1)N1CCN(c2cc(C)ccc2C)CC1 (stereo not given)
 : -8% | -4% | 0%
(29) C=CC[n+]1c(-c2ccc(C)cc2)csc1NNC(=O)Nc1ccccc1
 : 1% | ? | -20%
(30) O=C(C1=COCCO1)N1CCN(S(=O)(=O)c2cccc(F)c2)CC1
 : . | -14% | 22%
(31) CC(=O)NC(CC(=O)Nc1ccc2c(c1)OCCO2)c1ccccc1 (stereo not given)
 : -17% | -3% | 14%
(32) O=C(NCCCc1ccccc1)c1ccc(-n2cncn2)c([N+](=O)[O-])c1
 : -16% | -3% | 6%
(33) COc1ccccc1NC(=O)c1nn(C)c(C(=O)Nc2ccccc2OC)c1[N+](=O)[O-]
 : -14% | -8% | -9%
(34) Cc1ccc(NC(=O)CN2C(=O)NC(Cc3ccccc3)C2=O)c(Br)c1 (stereo not given)
 : -29% | -2% | 27%
(35) CCSc1ccccc1C(=O)NCc1ccc2c(c1)OCO2
 : -23%[2.35 µM] | -3% | -3%
(36) CCN(C(=O)COC(=O)c1c(C)nn(-c2ccccc2)c1Cl)c1c(N)n(Cc2ccccc2)c(=O)[nH]c1=O
 : -5% | 2% | -2%
(37) O=C(COC(=O)/C=C/c1cccc(Br)c1)NC1CCCCC1
 : . | 2% | -4%
(38) Cc1nn(-c2ccccc2)c2sc(C(=O)NCCN3CCOCC3)cc12
 : -22% | -3% | -2%
(39) O=C(CN1c2cccc3cccc(c23)S1(=O)=O)N1CCN(c2ccccc2)CC1
 : . | -6% | -2%
(40) Cc1ccc2nc(NC(=O)CN(C)S(=O)(=O)c3ccc(Br)s3)sc2c1
 : -4% | -7% | -21%
(41) COc1cccc(C(=O)NCCS(=O)(=O)NC2CCCC2)c1
 : -10% | -29% | -4%
(42) Cc1ccc(NC(=O)c2sc(Cl)nc2-c2ccccc2)cc1C
 : 4% | -2% | -5%
(43) CC(C)c1cc(Br)ccc1OCCN1C(=O)NC(C)(C)C1=O
 : 12% | 0% | 18%
(44) CCCC(=O)Nc1nc2c(s1)COc1ccccc1-2
 : -8% | 1% | 0%
(45) O=C(Nc1ccc(N2CCCC2)c(Cl)c1)c1ccco1
 : -1%[2.35 µM] | -5% | 2%
(46) O=C(CN1CCC(NC(=O)c2ccccc2F)CC1)Nc1ccc2c(c1)OCCO2
 : -19% | 0% | 20%
(47) Cc1ccc(C2C(C#N)=C3N=C(N)c4ccccc4N3C3=C2C(=O)CCC3)cc1 (stereo not given)
 : 17% | -11% | 0%
(48) O=C(CCCn1cnc([N+](=O)[O-])n1)Nc1cccc(O)c1
 : -10% | 2% | -12%
(49) Cc1c2cnn(CC(=O)N3CCN(c4ccccc4)CC3)c(=O)c2c(C)n1Cc1ccc(F)cc1
 : . | -1% | 4%
(50) COc1ccc2nc(SCC(=O)NC(C)(C)C)[nH]c2c1
 : 1% | -7% | -5%

Carrying on:
Below each SMILES: N370S GC | KAT2A inh | FEN1 inhibitor
(51) Cc1cc(NC(=O)COC(=O)c2c(C)noc2C)ccc1Br
 : -17% | 1% | 10%
(52) C=CCN1C(=Nc2cccnc2)SCC1(O)c1ccc(C)cc1 (stereo not given)
 : -11% | -4% | .
(53) CCn1c(=O)c(C)nn2c3ccccc3nc12
 : -11% | -4% | -4%
(54) CNC(=O)CN(c1ccc(C(C)C)cc1)S(C)(=O)=O
 : 0% | -4% | -7%
(55) Cc1ccc2nc(-c3ccccc3N)[nH]c2c1
 : . | -3% | -10%
(56) N[C@H](C(=O)O)c1cc(O)cc(O)c1
 : 4%&-5%&-3%&-6% | ? | .
(57) Cc1ccc(C(C)n2cc(C(=O)NCc3ccccn3)nn2)cc1 (stereo not given)
 : -1% | 0% | 22%
(58) COc1ccc(C(=O)c2ccc(N(C)C)cc2)c(OC)c1
 : 15% | 13% | -14%
(59) Nc1cc(=O)[nH]c(SCC(=O)Nc2cc(S(=O)(=O)N3CCCCC3)ccc2Cl)n1
 : . | -5% | 12%
(60) CCCCc1ccc(NC(=O)CSc2nc3ncccc3[nH]2)cc1
 : 0% | -1% | 1%
(61) CC(c1ccccc1F)n1cc(C(=O)NCCc2ccco2)nn1 (stereo not given)
 : -1% | -2% | -3%
(62) CCOC(=O)c1csc(NC(=O)CSc2nnnn2-c2ccc(OC)cc2)n1
 : 2% | 0% | 7%
(63) CCOC(=O)c1c(NC(=O)CCCOc2ccc(C(C)(C)C)cc2)sc2c1CCCC2
 : . | -5% | 9%
(64) Cc1cccc(CNc2ccnc(-c3cccc(C#N)c3)n2)c1
 : 9% | -23% | .
(65) CCC(=O)N(C1=C(NC(C)C)C(=O)c2ccccc2C1=O)C(C)C
 : -4% | -4% | -16%
(66) O=C(CCc1nc2ccccc2c(=O)[nH]1)Nc1nnc(SCc2ccccc2F)s1
 : . | -7% | -7%
(67) CC(=O)Nc1ccc(S(=O)(=O)N2CCSC2C(=O)O)cc1 (stereo not given)
 : 5% | 0% | 6%
(68) CC(C)COC(=O)c1cc(=O)[nH]c2ccccc12
 : 17% | 0% | -6%
(69) Cc1cc(C)n2c(Nc3c(C)cccc3C)c(-c3ccsc3)nc2n1
 : . | 0% | 6%
(70) CCOc1cccc(CC(=O)NCc2ccc3c(c2)CCN3C(=O)c2ccc(F)cc2)c1OCC
 : . | -14% | 2%
(71) CC1=Nn2c(nnc2-c2ccco2)SC1
 : 14% | -3% | -1%
(72) O=C(OCC(=O)N1CCOCC1)c1ccc2ccccc2c1
 : . | -5% | 1%
(73) CC12CCC(C(=O)Nc3ccncc3)(CC1O)C2(C)C (stereo not given)
 : -7% | ? | -11%
(74) O=C(NCc1ccccn1)C1CCN(S(=O)(=O)N2CCC3(CC2)OCCO3)CC1
 : -17% | 2% | -10%
(75) O=C(c1cccc(Br)c1)N1CCN(C(=O)N2CCCCC2)CC1
 : 21% | 0% | 14%
(76) CSc1ccc(CN2CCCC(N3CCN(c4ccccc4)CC3)C2)cc1 (stereo not given)
 : -1% | 1% | 11%
(77) O=C(Nc1ccccc1)c1cc([N+](=O)[O-])ccc1N1CCCCC1
 : . | -7% | -19%
(78) CC1CCCN(C(=O)Cn2c3ccccc3c3nc4n(c(=O)c32)CCS4)C1 (stereo not given)
 : -6% | -7% | -11%
(79) COc1ccc2sc(-c3ccccc3OC)c(-c3ccc(OCCN(C)C)cc3)c2c1
 : . | -4% | -26%
(80) Cc1cccc(Nc2ncnc3onc(-c4cccc(Cl)c4)c23)c1C
 : -10% | -5% | -11%
(81) Cc1ccc(C)c(NC(=O)CN(C)S(=O)(=O)c2cccc3nsnc23)c1
 : . | -4% | 9%
(82) C=CCN1C(=O)S/C(=C/c2ccsc2)C1=O
 : 29% | -7% | 6%
(83) CCC1Sc2ccc(S(=O)(=O)CCC(=O)N3CCc4ccccc43)cc2NC1=O (stereo not given)
 : -21% | -2% | -1%
(84) O=C(NCCS(=O)(=O)N1CCCCCC1)c1ccc(F)cc1
 : 1% | 0% | 1%
(85) O=c1cc(CN2CCN(c3ccccc3)CC2)nc2scc(-c3ccccc3)n12
 : -1% | -27% | -2%
(86) COc1ccc(C(C)(C)C)cc1NC(=O)CCN1C(=O)C2CCCCC2C1=O (stereo not given)
 : . | -2% | 14%
(87) O=C(O)c1cc(S(=O)(=O)Nc2ccc(N3CCCCC3)cc2)ccc1Cl
 : -2% | -4% | -1%
(88) CCN(CC(=O)Nc1ccc(NC(C)=O)cc1)C(=O)c1cc(-c2ccccc2)nn1-c1ccccc1
 : -2% | -18% | 3%
(89) CCOC(=O)C1CCCN(c2c(N3CCN(C4CCCCC4)CC3)c(=O)c2=O)C1 (stereo not given)
 : -6% | -6% | 16%
(90) COc1ccc(N2CCN(c3cc(=O)n(Cc4ccc(F)cc4)c(=O)[nH]3)CC2)cc1
 : -5% | -1% | -5%
(91) COCc1nc2oc3ccc(F)cc3c(=O)c2cc1C(=O)OC
 : 0% | 1% | -4%
(92) O=C(COC(=O)c1ccc(F)c(S(=O)(=O)N2CCOCC2)c1)Nc1ccc2[nH]c(=O)[nH]c2c1
 : . | -6% | 0%
(93) Cc1ccc2c(c1)c(=O)c1ccccc1n2CCCC(=O)Nc1ccc(Cl)c(Cl)c1
 : . | -1% | -9%
(94) Cc1ccc(NC(=O)CSc2n[nH]c(C)c2[N+](=O)[O-])cc1C
 : 10% | -3% | 4%
(95) Cn1cccc1Cc1nnc(SCC(=O)NCC2CCCO2)n1-c1ccc(F)cc1 (stereo not given)
 : -13% | -18% | -2%
(96) C/C(=N\NC(=O)CSCc1ccc(Cl)cc1)c1ccc(NC(=O)c2ccccc2)cc1
 : . | -1% | -2%
(97) CC(C)NC(=O)C1CCC(Cn2c(=O)c3sccc3n(CC(=O)N3CCCC3)c2=O)CC1 (stereo not given)
 : . | -9% | -2%
(98) COc1ccc(OC)c(NC(=O)c2ccc(CSc3nnc(C)s3)cc2)c1
 : -1% | -20% | -6%
(99) CCCS(=O)(=O)N1CCC(C(=O)NCc2ccccc2Cl)CC1
 : 6% | 5% | 1%
(100) COC(=O)c1[nH]c2c(c1C)C(=O)CC(c1cccs1)C2 (stereo not given)
 : 1% | -4% | -3%

Compound activity as filed in PubChem BioAssay.
